Source: PubChem BioAssay (National Center for Advancing Translational Sciences (NCATS))
Giardia FBPA inh: inhibitors of Giardia lamblia fructose-1,6-bisphosphate aldolase | purified Giardia FBPA | Potency, µM (series often up to 59.6 µM), for the others: at the top dose activity, negative = inhibition, usual class: inhibitors | 0.71% of 290,000 active | AID 2451; note: potency is the fitted concentration of half-maximal effect; nearly all actives have a fitted effect of over 55% in size
Target sequence (A8B2U2 whole entry, looked up): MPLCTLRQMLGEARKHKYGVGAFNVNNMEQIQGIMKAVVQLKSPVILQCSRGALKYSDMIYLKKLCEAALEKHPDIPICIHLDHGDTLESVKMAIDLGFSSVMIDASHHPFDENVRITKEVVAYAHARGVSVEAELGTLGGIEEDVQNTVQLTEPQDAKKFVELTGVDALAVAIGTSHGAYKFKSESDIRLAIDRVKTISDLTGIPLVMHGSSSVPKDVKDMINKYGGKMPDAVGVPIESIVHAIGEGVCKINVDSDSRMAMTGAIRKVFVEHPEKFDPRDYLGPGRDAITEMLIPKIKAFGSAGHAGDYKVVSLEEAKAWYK
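40 nM FBPA preincubated 10 min at RT with compound (up to 57.5 uM final), then substrate plus GAPDH/TPI/NAD/arsenate coupling and diaphorase/resazurin added. Fluorescence read after 20 min at RT, 525/598 nm.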
HCMV inh: inhibitors of human cytomegalovirus | HFF cells, HCMV-luciferase reporter, 72 h; active compounds read low | activity change, negative = inhibition, % at 57.5 µM | 4.5% of 410,000 active | AID 1259415; in the data active = activity change below about -60%; inconclusive = no clear call, values can overlap the other calls; inactive = above about -39%
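Screen run at 2 compound doses on HFFs infected with reporter HCMV, MOI 1 PFU/cell. Luciferase activity from cell lysates at 72 h post infection gave inhibition relative to buffer-only and Salinomycin wells.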
AMA1-RON2 inh: inhibitors of Plasmodium falciparum AMA1-RON2 interaction. Potency, µM (top dose mostly 58.2 µM), without a hit: at the top dose activity change, negative = inhibition, usual class: inhibitors. AlphaScreen AMA1-biotinylated RON2 peptide binding. 0.2% of 360,000 active. AID 720542;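 note: potency is the fitted concentration of half-maximal effect; 0% = vehicle wells and -100% = peptide control; nearly all actives have a fitted effect of over 45% in size; some results filed as inactive show a strong effect at the top dose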
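AMA1 (3D7) with his tag at 25 nM final met compounds first, then biotinylated RON2 peptide at 25 nM; detection used donor plus acceptor beads, 10 µg/mL apiece, read by AlphaScreen after 30 min at room temperature.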
AmpC inh detg: blocks E. coli AmpC beta-lactamase in detergent assay. 0.041% of 370,000 active. AmpC hydrolysis of nitrocefin, absorbance 480 nm, 0.01% Triton. Potency, µM (highest dose often 114 µM), for inactives: at the top dose activity change, negative = inhibition, actives largely listed as inhibitors;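 note: potency is the fitted concentration of half-maximal effect; 0% = no-compound wells and -100% = no-enzyme wells; nearly all actives have a fitted effect of over 25% in size; some results filed as inactive show a strong effect at the top dose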
Target sequence (P00811 whole entry, looked up): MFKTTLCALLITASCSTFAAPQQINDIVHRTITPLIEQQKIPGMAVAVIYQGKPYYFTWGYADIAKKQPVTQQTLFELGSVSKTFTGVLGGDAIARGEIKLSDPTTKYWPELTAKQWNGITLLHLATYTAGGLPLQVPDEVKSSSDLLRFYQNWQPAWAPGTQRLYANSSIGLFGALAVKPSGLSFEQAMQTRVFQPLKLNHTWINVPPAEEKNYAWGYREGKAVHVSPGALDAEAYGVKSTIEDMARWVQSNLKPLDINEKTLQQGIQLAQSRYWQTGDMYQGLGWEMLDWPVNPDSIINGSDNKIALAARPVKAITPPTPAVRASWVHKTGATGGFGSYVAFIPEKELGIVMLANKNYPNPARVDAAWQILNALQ
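AmpC (5.3 nM in the dispensed reagent) in 20 mM phosphate pH 7.0 with 0.01% (detergent screen) or 0.0001% Triton X-100 was preincubated with compounds for 15 min at room temperature. Nitrocefin was then added from an 800 uM solution, and hydrolysis was followed at 480 nm.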
Sm TGR inh: blocks Schistosoma mansoni thioredoxin glutathione reductase; Q962Y6; purified TGR, DTNB reduction, TNB absorbance 405 nm; Potency, µM (doses to about 114 µM), without a hit: at the highest dose activity change, negative = inhibition, hits mostly inhibitors; 3% of 360,000 active; AID 485364; note: potency is the fitted concentration of half-maximal effect; nearly all actives have a fitted effect of over 60% in size
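First, TGR (20 nM dispensed) and NADPH were mixed with compound. Second, a 15 min room-temperature incubation followed. Third, further NADPH and then DTNB were added to start the reaction. Finally, TNB absorbance was monitored kinetically.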
HCV inhibitor: HCV inhibition; Huh7.5.1 HCVcc-Cre infection, luciferase reporter, 44 h; Potency, µM (titrated, usually from 41.8 µM), for inactives: at the highest dose activity change, negative = inhibition, most hits filed as inhibitors; 3.4% of 340,000 active; AID 651820; note: potency is the fitted concentration of half-maximal effect
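Reporter virus HCVcc-Cre (~0.5 moi) infects cells exposed to compound; seeding density 1,000 cells/well with 4 h settling beforehand. Luminescence, 15 sec read, taken 44 h post-infection following a 15 min RT substrate incubation.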
The depositor's hits bear a star; ? = inconclusive; / = not tested or not shown; & = joins results of further samples; [ ] = another dose, or the depositor's remark. Unless noted, calls come from the whole dose curve; as a rule, active = well fitted curve in the direction sought with a large enough effect; inconclusive = small, poorly fitted or top-dose-only effect, or another doubt; inactive = no such curve, though single readings can be large; an effect the other way counts as inactive or inconclusive. Unless noted, % is set by controls: 0 for no effect and ±100 for the full control effect. Compounds were not picked by outcome; any-hit rate near 9.3%.

SMILES	Giardia FBPA inh	HCMV inh	AMA1-RON2 inh	AmpC inh detg	Sm TGR inh	HCV inhibitor
CCOC(=O)c1ccc(NC(=S)N2CCN(CCN=CC3=C(O)CC(c4ccccc4)CC3=O)CC2)cc1 (configuration not stated)	-0.9%	-21.4	47.8%[activator]	-8.1%	-25.5%	-1.0%
CC(=O)c1cccc(NS(=O)(=O)N2CCOCC2)c1	/	79.7	14.3%	-0.8%	-9.4%	6.6%
CCOC(=O)c1c(NC(=S)NC(=O)c2ccco2)sc2c1CCCC2	-20.3%	-38.0	-3.6%	0.0%	-1.3%	-9.1%
O=C(CN1CCN(C(=O)COc2cccc(F)c2)CC1)Nc1ccc(Cl)c(C(F)(F)F)c1	/	-29.3	-9.7%	1.6%	-10.2%	?
COc1ccc(N2CCN(Cc3nc4c(c(=O)[nH]c(=O)n4C)n3Cc3ccccc3F)CC2)cc1	/	-10.3	/	7.4%	-0.3%	/
CCCCN(C(=O)C1CC(=O)N(CCc2ccc(OC)c(OC)c2)C1)c1c(N)n(CCCC)c(=O)[nH]c1=O (configuration not stated)	/	-26.3	-10.1%	?	4.3%	?
CN(c1ccc(OC(=O)c2ccc(-n3cncn3)c([N+](=O)[O-])c2)cc1)S(=O)(=O)c1ccccc1	/	44.9	14.9%	1.7%	2.9%	-13.4%
COc1cc(C(Nc2ccccn2)c2ccc3ccc(C)nc3c2O)cc(OC)c1O (configuration not stated)	-4.7%	/	-10.2%	-7.1%	0.355µM*	-22.3%
O=C(O)CCCNC(=O)OCc1ccccc1	-1.7%	1.5	19.2%	?	15.5%	13.3%
COc1ccc(CN(C(=O)CCC(=O)Nc2cc(C)on2)C(C(=O)NC(C)(C)C)c2cccc(OC)c2OC)cc1 (configuration not stated)	8.7%	10.1	11.7%	-0.6%	11.1%	12.7%
COc1ccc(/C=C(\C#N)C(=O)NCc2ccccc2)cc1	4.9%	5.9	-3.1%	7.2%	15.1%	10.0%
O=C(Nc1nccs1)C1CC(=O)N(c2ccccc2Cl)C1 (configuration not stated)	-0.2%	9.1	4.4%	1.1%	-3.5%	14.5%
Cc1ccc(-c2ccc(/C=N/NC(=S)Nc3ccccc3)o2)cc1[N+](=O)[O-]	2.3%	-18.0	10.7%	-6.3%	9.7%	?
Fc1ccc(Nc2ncnc3onc(-c4cccc(Cl)c4)c23)c(F)c1	/	4.2	/	-2.7%	1.4%	/
S=C(NCc1ccncc1)Nc1ccc(Br)cc1Cl	/	-36.2	4.9%	-4.7%	35.5µM*	?
COCC(C)n1c(SCc2nc3ccccc3c(=O)[nH]2)nc2ccccc2c1=O (configuration not stated)	-11.6%	-25.4	14.8%	-6.7%	-3.3%	?
CCOC(=O)Cn1c(=O)oc2cc(S(=O)(=O)NC(C)(C)CC)ccc21	1.1%	0.0	6.4%	2.0%	1.6%	9.3%
CC1CCn2c(nc3cc(C(=O)NCc4ccc(F)cc4)ccc32)C1 (configuration not stated)	/	-38.4	/	18.1%	-2.0%	/
CCC(C)c1ccc(OCC(=O)Nc2ccc(-c3nc4ncccc4o3)cc2)cc1 (configuration not stated)	/	50.2	/	24.1%	14.9%	/
Cc1ncsc1CCOC(=O)c1ccc(Cl)cc1	-10.4%	?	-8.6%	1.8%	/	-7.0%
Cc1c(C)c2ccc(OCC(=O)N(C)C)c(C)c2oc1=O	-0.4%	24.7	0.1%	-12.5%	12.2%	17.7%
Cc1ccc(OP(=O)(Nc2c(C)n(C)n(-c3ccccc3)c2=O)Oc2ccc(C)cc2)cc1	6.9%	-12.1	16.3%	0.9%	7.1%	-8.6%
O=[N+]([O-])c1cccc(Cn2cnc3c(=S)nc[nH]c32)c1	/	-13.6	64.4%[activator]	/	/	12.3%
CCc1ccccc1NC(=O)CN(c1cccc(OC)c1)S(C)(=O)=O	1.2%	-8.1	52.1%[activator]	1.0%	-2.6%	18.7%
Cc1nc(Cl)sc1C(=O)Nc1ccccc1Cl	8.1%	4.5	2.4%	2.9%	1.7%	12.6%
COc1ccc(NC(=O)COC(=O)C2CCN(S(=O)(=O)c3cccs3)CC2)cc1	2.7%	-32.2	5.4%	?	2.5%	15.4%
C/C(=C\c1ccccc1)C(=O)Nc1nc2ccc([N+](=O)[O-])cc2s1	6.4%	?	-2.4%[11.6 µM]	-17.6%	-1.7%	-10.2%
CC(C)(C)C(=O)Nc1ccc(-c2nnc3n2CCCCC3)cc1	/	-37.1	-5.7%	-1.4%	-11.1%	21.0%
COc1ccc(C(=O)Nc2ccc3oc(-c4cccc(Cl)c4)cc(=O)c3c2O)cc1	1.3%	-67.5*	-10.2%	-6.8%	?	?
Cc1ccc(N=Nc2ccc(C)cc2NC(=O)Nc2ccccc2F)cc1	-6.9%	-67.1*	-5.5%	-3.8%	0.2%	?
C=CCC[C@@H](Cc1ccc(F)cc1)C(=O)OC[C@H](Cc1c[nH]c2ccccc12)NC(=O)[C@@H](CC=C)CC(=O)NCCO	/	-4.4	-6.6%	/	/	-21.0%
Nc1ccc(Oc2ccc3nc(-c4ccccc4)c(-c4ccccc4)nc3c2)cc1	0.1%	55.0	-2.1%	-4.6%	4.6%	-6.5%
Cc1nn(-c2ccccc2)c(C)c1/C=N/NC(=O)c1cnccn1	-3.0%	-0.2	31.1%[activator]	4.8%	12.1%	-6.7%
COc1ccccc1/C=C/C=N/NC(=O)c1ccc(=O)n(C)c1	-0.7%	3.5	46.9%[activator]	-13.8%	-2.1%	5.7%
COc1ccccc1C(CC(=O)Nc1ccc(Cl)cc1)c1ccc(OC(C)C)cc1 (configuration not stated)	-8.6%	-35.3	8.7%	?	-10.6%	?
CCOc1cccc(OCCCOc2cccc3cccnc23)c1	-1.7%	39.1	9.8%	-1.6%	-1.3%	2.7%
CCOC(=O)C1CCN(C(=O)c2cccc(Cl)c2)CC1	1.8%	-1.9	5.4%	-14.8%	-2.0%	7.2%
COCCCNC(=O)Cn1nnc(-c2ccc(NC(=O)c3ccccc3OC)cc2)n1	2.9%	-16.4	8.4%	?	2.6%	-10.6%
COc1cccc(-c2nn(C)c3sc(C(=O)NCCc4ccc(Cl)cc4)cc23)c1	/	?	/	-2.3%	1.9%	/
COc1ccccc1-c1sc2ccccc2c1C#CC1(O)CCCCC1	/	-25.5	-5.5%	/	/	?
CCC1CN(C(=O)N2CCC(C(=O)NCc3cccs3)CC2)c2ccccc2O1 (configuration not stated)	/	-2.1	/	21.3%	-10.1%	/
Cc1ccc(N2CSC3=C(C#N)C(c4cccs4)CC(=O)N3C2)cc1 (configuration not stated)	?	60.7	94.8%[activator]	?	-22.4%	-14.3%
CN(c1cnn(-c2ccccc2)c(=O)c1Cl)n1cccc1	0.2%	?	-0.8%	-2.2%	4.1%	-16.3%
COc1cc(SC)ccc1C(=O)NCCOc1ccc(F)cc1	-5.1%	55.4	-1.6%	4.1%	-1.3%	-10.9%
CC(C)(C)c1ccc(CN2N=C(/C=C/c3ccccc3)CCC2=O)cc1	-7.8%	-19.0	-18.8%	17.8%	13.6%	-4.6%
COc1ccc(CN(C)C(=O)Cn2cnc(C(=O)Nc3ccc(C)c(C)c3)n2)cc1OC	/	24.2	11.2%	/	/	?
CNS(=O)(=O)c1cc(NC(=O)c2cncn2-c2ccccc2)ccc1C	1.2%	-12.9	-13.2%	-4.2%	1.3%	3.6%
C=CCC1(CC=C)CCCN1C(=O)CC1C(=O)NCCN1Cc1ccc(OC)c(OC)c1 (configuration not stated)	-6.4%	-11.5	-1.2%	8.8%	-22.7%	-13.2%
O=C(NCc1nc2ccccc2[nH]1)C1=C[C@@H](c2ccc(C(F)(F)F)cc2)C[C@@H](OCc2ccc(CO)cc2)O1	/	12.3	39.3%[activator]	/	/	?
CCN(CC)CCCNC(=S)N1CCC(c2nc3ccccc3[nH]2)CC1	3.3%	21.2	3.0%	-7.3%	11.4%	6.9%

Following part.
SMILES	Giardia FBPA inh	HCMV inh	AMA1-RON2 inh	AmpC inh detg	Sm TGR inh	HCV inhibitor
CCCn1c(SCC(=O)N2N=C3/C(=C/c4ccc(OC)cc4)CCCC3C2c2ccc(OC)cc2)n[nH]c1=O (configuration not stated)	-4.7%	23.2	-9.0%	-5.7%	-10.2%	?
CCSc1ncc(Cl)c(C(=O)Nc2c(C(=O)Nc3ccccc3)oc3ccccc23)n1	/	30.7	/	5.8%	9.8%	/
COc1ccc(CCC(=O)OCC(=O)N(CC(C)C)c2c(N)n(Cc3ccccc3)c(=O)[nH]c2=O)cc1	/	19.3	-4.5%	-1.4%	6.3%	1.6%
O=C(Nc1cc(-c2nc3ncccc3o2)ccc1Cl)c1ccc2c(c1)OCO2	/	-10.7	-8.0%	-2.9%	3.2%	17.5%
Cn1c(=O)c(C(=O)COC(=O)c2cc(C3CC3)nc3ccccc23)c(N)n(Cc2ccccc2)c1=O	-21.0%&-11.2%	5.8	10.1%	?	-1.7%	3.55µM*
CC(NC(=O)c1ccc(NC(=O)c2ccco2)cc1)c1ccccc1 (configuration not stated)	-2.1%	?	4.4%	?	-16.1%	8.3%
CCOC(=O)C1CCCN(CC(O)COc2ccc(OC)cc2C(C)(C)C)C1 (configuration not stated)	-10.0%	-8.4	-11.8%	?	-1.3%	-14.4%
COc1cccc(C2CC(c3c(Cl)cccc3Cl)n3nc(N)nc3N2)c1 (configuration not stated)	-1.2%	22.4	-5.7%	?	4.4%	0.4%&18.0%
CC1(C)CC(=O)C=C(c2ccc(F)cc2OCc2ccccc2)C1	/	-13.7	8.2%	4.8%	-0.1%	20µM*
COc1cc(/C=N/NC(=O)Cn2cnc3c2c(=O)n(C)c(=O)n3C)cc(OC)c1OC	1.1%	-17.9	-1.6%	3.2%	-2.7%	7.4%

Pulled one by one from the list above (three):
SMILES	Giardia FBPA inh	HCMV inh	AMA1-RON2 inh	AmpC inh detg	Sm TGR inh	HCV inhibitor
Cc1ccc(-c2ccc(/C=N/NC(=S)Nc3ccccc3)o2)cc1[N+](=O)[O-]	2.3%	-18.0	10.7%	-6.3%	9.7%	?
Cc1ccc(N=Nc2ccc(C)cc2NC(=O)Nc2ccccc2F)cc1	-6.9%	-67.1*	-5.5%	-3.8%	0.2%	?
CC(C)(C)c1ccc(CN2N=C(/C=C/c3ccccc3)CCC2=O)cc1	-7.8%	-19.0	-18.8%	17.8%	13.6%	-4.6%

Next part.
SMILES	Giardia FBPA inh	HCMV inh	AMA1-RON2 inh	AmpC inh detg	Sm TGR inh	HCV inhibitor
CSCCC(NS(=O)(=O)c1ccc2c(c1)oc(=O)n2C)C(=O)NCc1ccccc1 (configuration not stated)	-0.8%	-35.8&-17.2	3.2%	-4.2%&12.5%	2.4%&9.2%	0.0%
COC(=O)c1cc(OC)c(OC)cc1NC(=S)N1CCN(Cc2ccccc2)CC1	-7.5%	-1.4	0.2%	-2.6%	7.3%	?
CCC(=O)N1c2ccccc2CC1C(=O)N1CCN(c2cccc(Cl)c2)CC1 (configuration not stated)	/	-4.4	/	6.1%	-3.4%	/
C/C(=C(\C#N)C(=O)NCc1ccccc1)N(C)C	-0.5%	-20.5	0.9%	2.5%	-11.3%	0.7%
